# FH mod: Identification of activators of human fumarate hydratase by quantitative high-throughput screening; Fumarate hydratase, mitochondrial (Homo sapiens), P07954; FH coupled MDH/diaphorase resazurin fluorescence, 15 min; Potency, µM (doses to about 79.9 µM), for the others: at the top dose activity change, negative = inhibition, most hits filed as inhibitors; 0.22% of 54,000 active; AID 1347055, 2019; note: potency is the fitted concentration of half-maximal effect; % is set by controls: 0 for no effect and ±100 for the full control effect; the screen sought activators but most active calls are inhibition curves; nearly all actives have a fitted effect of over 45% in size
# Target sequence (P07954 whole entry, looked up): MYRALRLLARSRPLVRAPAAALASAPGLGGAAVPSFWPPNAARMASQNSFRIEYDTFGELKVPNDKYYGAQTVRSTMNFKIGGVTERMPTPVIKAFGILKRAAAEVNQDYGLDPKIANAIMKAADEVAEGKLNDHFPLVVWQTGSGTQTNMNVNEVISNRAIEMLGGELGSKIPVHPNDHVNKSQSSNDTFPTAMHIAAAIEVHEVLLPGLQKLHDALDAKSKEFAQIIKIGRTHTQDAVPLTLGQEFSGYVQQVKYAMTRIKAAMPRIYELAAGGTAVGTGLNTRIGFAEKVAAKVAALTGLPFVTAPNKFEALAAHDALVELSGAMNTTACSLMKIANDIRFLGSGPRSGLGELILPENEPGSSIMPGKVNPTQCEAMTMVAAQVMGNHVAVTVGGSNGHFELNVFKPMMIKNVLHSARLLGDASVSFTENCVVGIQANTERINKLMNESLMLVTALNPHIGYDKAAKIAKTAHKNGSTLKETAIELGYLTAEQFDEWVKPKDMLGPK
# GALK inhibitor: inhibits human galactokinase | P51570 | recombinant GALK, Kinase-Glo ATP luminescence, 1 h | Potency, µM (highest dose often 57.5 µM), inactives show top-dose activity, negative = inhibition, actives largely listed as inhibitors | 44,000 tested, under 10 active;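 note: plate controls were full GALK reaction for no effect and reaction lacking GALK for full effect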
#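 Reactions with and without enzyme served as controls. GALK at 5 nM phosphorylates 100 uM galactose using 35 uM ATP (HEPES pH 8.0, Mg2+) for 1 h at RT, with luminescence read 10 min after adding Kinase-Glo Plus.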
# NTMT1 inh: NTMT1 methyltransferase inhibition; Q9BV86; NTMT1 MTase-Glo SAH luminescence, purified enzyme; Potency, µM (doses to about 114 µM), for inactives: top-dose activity change, negative = inhibition, hits mostly inhibitors; 2.5% of 59,000 active;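 note: potency is the fitted concentration of half-maximal effect; plate controls were DMSO vehicle for no effect and no enzyme for full effect; nearly all actives have a fitted effect of over 65% in size; many of its hits are not listed in these tables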
# Target sequence (Q9BV86 whole entry, looked up): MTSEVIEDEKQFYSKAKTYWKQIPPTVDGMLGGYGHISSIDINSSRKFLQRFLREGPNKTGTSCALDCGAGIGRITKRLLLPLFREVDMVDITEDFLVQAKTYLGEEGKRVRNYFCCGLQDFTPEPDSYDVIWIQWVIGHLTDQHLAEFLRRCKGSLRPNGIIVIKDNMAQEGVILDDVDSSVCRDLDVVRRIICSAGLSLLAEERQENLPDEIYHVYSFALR
# TSG101-PTAP inh: inhibitors of HIV-1 PTAP binding to human TSG101, validation. Potency, µM (highest dose often 115 µM), for the others: top-dose activity change, negative = inhibition, usual class: inhibitors. Q99816. 44,000 tested, under 10 active. AID 1347069. Fluorescence polarization, FITC-PTAP peptide/Tsg101, 20 min; note: potency is the fitted concentration of half-maximal effect; 0% is about no effect
#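 The Tsg101 binding domain, at 10 uM final, is mixed with compound and a FITC peptide bearing the PTAP motif (50 nM final). After 20 min at r.t., polarization is measured; actives defined by CRC class, efficacy cut-off 60% inhibition.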
# p53null 39C tox: selectivity test: cytotoxicity in p53 null cells, nonpermissive temperature; H1299 p53-null (neo) cells, 39C, ATPlite viability, 24 h; Potency, µM (series often up to 46.1 µM), without a hit: at the highest dose activity, negative = cell killing, most hits filed as cytotoxic; 0.97% of 55,000 active; AID 904;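 note: potency is the fitted concentration of half-maximal effect; 0% = DMSO only and -100% = full killing by 100 µM tamoxifen; nearly all actives have a fitted effect of over 50% in size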
#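 Concentration-response (up to 46 uM) was run for 24 h at the nonpermissive 39C on H1299-p53A138V or H1299-neo cells. ATP content was measured with ATPlite luminescence. AC50 values were Hill-modeled after normalizing between DMSO and 100 uM tamoxifen killing.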
# B2AR arrestin ag: beta-arrestin recruitment by human beta2-adrenergic receptor ligands; P07550; HTLA Tango cells, beta-arrestin recruitment, luciferase luminescence, 18 h; Potency, µM (titrated, usually from 46.1 µM), without a hit: at the top dose activation, actives largely listed as activators; 44,000 tested, under 10 active;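 note: potency is the fitted concentration of half-maximal effect; 0% = DMSO and full agonism = EC100 isoproterenol or metaproterenol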
#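 Ligand-induced beta-arrestin recruitment to recombinant beta2-AR is measured via a tTA-driven luciferase reporter in Tango cells after 18 hr compound exposure at 37 degrees C. Concentrations span up to 46 microM.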
# p53null 32C kill: selectivity test: cytotoxicity in p53 null cells, permissive temperature. H1299-neo p53 null cells, ATP luminescence, 24 h, 32C. Potency, µM (titrated, usually from 46.1 µM), inactives show at the top dose activity change, negative = cytotoxicity, usual class: cytotoxic. 0.62% of 55,000 active. AID 903;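 note: potency is the fitted concentration of half-maximal effect; 0% = DMSO only and -100% = full killing by 100 µM tamoxifen; nearly all actives have a fitted effect of over 55% in size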
#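 Overnight 37C seeding (600 cells/well) of H1299-neo preceded a 24 hr, 32C exposure to compounds up to 46 uM. ATP levels, read by luminescence after 20 min at RT, indicated surviving cells.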
# Numbers without * were called inactive; ? = inconclusive; · = no result given; [ ] = remark or other dose. Calls come from the whole dose curve; as a rule, active = well fitted curve in the direction sought with a large enough effect; inconclusive = small, poorly fitted or top-dose-only effect, or another doubt; inactive = no such curve, though single readings can be large; an effect the other way counts as inactive or inconclusive. An excerpt; count on the stated rates, not on these rows.
SMILES,FH mod,GALK inhibitor,NTMT1 inh,TSG101-PTAP inh,p53null 39C tox,B2AR arrestin ag,p53null 32C kill
CCOC(=O)c1c(NC(=O)CCCOc2ccc(Cl)cc2)sc2c1CCC2,-19%,3%,2%,2%,14%,0%,-1%
COc1cccc(C(=O)Nc2ccc3nc(SCC(=O)N4CCc5ccccc54)sc3c2)c1,0%,-10%,2%,0%,-26%,-2%,-28%
COc1ccc(CCC(=O)NCCc2csc(-c3ccc(F)cc3)n2)cc1,-7%,-1%,2%,2%,-15%,-1%,-1%
COc1ccc(CCNS(=O)(=O)c2ccc(N3CCCCS3(=O)=O)cc2)cc1OC,-7%,0%,1%,-7%,-14%,0%,0%
Fc1ccc(C(c2nnc(-c3ccccc3)o2)N2CCN(c3cccc(Cl)c3)CC2)cc1 (centres undefined),-20%,0%,-1%,-1%,2%,-1%,11%
Cc1ccccc1C(=O)NCCc1sc(-c2ccc(Cl)cc2)nc1C,-4%,1%,-15%,-3%,19%,-1%,-1%
CCc1cccc(C)c1NC(=O)Cn1cc2c(n1)CCCC2,-7%,0%,4%,0%,-2%,-4%,-9%
CCOc1ccc(CCNC(=O)C2CCCN(c3nnc(C)c4c(C)n(-c5ccccc5)nc34)C2)cc1 (centres undefined),?,3%,0%,4%,22%,0%,-3%
CCCCOc1ccc(OC(=O)c2sc3ncn(Cc4cccc(F)c4)c(=O)c3c2C)cc1,-11%,-4%,4%,0%,9%,-2%,9%
COc1cccc(NC(=O)C2CCCN(S(=O)(=O)c3cccc4nonc34)C2)c1 (centres undefined),-3%,3%,10%,7%,-15%,1%,6%
Cc1ccc(CNS(=O)(=O)c2cc3c(cc2C)N(C)CCO3)cc1,-1%,9%,-5%,-5%,17%,1%,3%
COc1ccccc1CCNC(=O)C(=O)NCC(c1cccs1)S(=O)(=O)c1cccs1 (centres undefined),-4%,-1%,22%,-8%,10%,-1%,8%
Cc1ccc(Cl)cc1NC(=O)C1CCN(S(=O)(=O)c2cccc3nonc23)CC1,-10%,-4%,5%,0%,-17%,0%,-14%
Cc1ccc(C)c(CN2C(=O)CSc3ccc(C(=O)NCc4ccccc4)cc32)c1,-17%,-2%,0%,0%,-2%,-1%,-7%
O=C(Cn1nc(-c2ccc(Cl)cc2)ccc1=O)NCCc1ccccc1,-9%,-6%,9%,-2%,13%,-1%,-6%
COc1ccc(N2CCN(S(=O)(=O)c3ccc4c(c3)C(C(C)C)C(=O)N4)CC2)cc1 (centres undefined),-2%,2%,9%,-1%,0%,1%,-8%
COc1cccc(-n2cc(C(=O)NCCc3cccc(C)c3)c3ccccc3c2=O)c1,-9%,0%,-18%,-4%,-11%,2%,10%
COc1cc(C(=O)NCC(c2ccc(N(C)C)cc2)N2CCc3ccccc32)cc(OC)c1OC (centres undefined),-18%,-2%,4%,-3%,16%,1%,-1%
COc1ccc(NC(=O)C(c2ccc(C)cc2)N(C)C(=O)/C=C\c2ccc3c(c2)OCO3)cc1 (centres undefined),-19%,1%,12%,-1%,25%,0%,15%
CCOc1ccc(/C=C/c2nc(C#N)c(Nc3ccc(OCC)cc3)o2)cc1,?,-3%,1%,1%,2%,0%,3%
CC(=O)Nc1ccc(S(=O)(=O)NCCS(=O)(=O)N2CCN(c3ccccc3F)CC2)cc1,2%,3%,1%,0%,9%,-1%,-28%
CCc1ccc(C(=O)c2cn(CC(=O)Nc3cccc(OC)c3)c3ccc(OC)cc3c2=O)cc1,-10%,6%,?,3%,-8%,1%,9%
Cc1cccc(NC(=O)CSc2nc(=O)n(Cc3ccco3)c3c2CCC3)c1C,-6%,2%,8%,-2%,24%,-2%,3%
Cc1nc2nc(NC(=O)C(C)C)[nH]n2c(=O)c1Cc1ccccc1,1%,2%,7%,-2%,12%,-1%,-4%
O=C(NC1CC(=O)N(c2cccc(F)c2)C1)c1ccc2c(c1)OCO2 (centres undefined),-2%,0%,5%,-2%,4%,-4%,3%
CCC1CN(C(=O)N2CCC(C(=O)NCCc3ccc(OC)c(OC)c3)CC2)c2ccccc2O1 (centres undefined),4%,0%,5%,-2%,-17%,-1%,-6%
CCc1nnc2c(Nc3ccccc3Br)nc3ccccc3n12,-13%,-5%,7%,-7%,?,-2%,-3%
C#CCSc1nc2sc3c(c2c(=O)n1-c1cccc(OC)c1)CCN(C(C)=O)C3,-9%,1%,-20%,-1%,7%,-2%,27%
CCCCC(=O)N1c2ccccc2C(C)(c2ccccc2)CC1(C)C (centres undefined),-7%,-14%,1%,0%,0%,1%,-6%
CCCn1c(CCC(=O)Nc2cccc(C)c2C)nc2cccnc21,-14%,0%,0%,0%,-11%,1%,36%[activator]
Cc1ccc(CN2CCc3nc(N4CCN(c5ccccc5F)CC4)ncc3C2)s1,0%,1%,13%,-2%,-5%,-1%,-4%
Cc1c(-c2ccccc2)c(=O)oc2c(CN3CCCC3)c(O)ccc12,1%,-9%,-10%,1%,-21%,0%,0%
COc1cc(Cl)c(C)cc1NC(=O)Cn1c(C)c2cnn(-c3ccccc3)c(=O)c2c1C,-2%,-12%,-10%,0%,-6%,-2%,-4%
O=C(NCCc1ccccc1)c1ccc2c(c1)CCN2S(=O)(=O)c1ccc(Br)cc1,-21%,-4%,-2%,0%,-11%,1%,12%
Cc1cccc(NC(=O)C(=O)NCC(c2ccc3c(c2)OCO3)N2CCN(c3ccccc3)CC2)c1 (centres undefined),-14%,-6%,3%,0%,13%,-1%,-3%
CCOc1ccc(NC(=O)c2c(NCc3ccc(C)o3)sc3c2CCCCC3)cc1,-15%,-5%,?,0%,25%,?,-7%
CCN(c1ccccc1)S(=O)(=O)c1ccc(NC(=O)c2cc(=O)c3cc(C)c(C)cc3o2)cc1,-7%,-3%,5%,1%,-4%,0%,-1%
COc1ccc(CNC(=O)c2cc3c(=O)n(Cc4ccco4)ccc3nc2C)cc1,·,2%,·,-1%,?,0%,22%
Cc1ccc(C)c(N(C)C(=O)c2cc3c(s2)-c2ccccc2OC3)c1,-21%,0%,2%,-10%,?,0%,41%[activator]
Cc1cc2c(n1-c1ccc(C(=O)NCc3cccc(Br)c3)cc1)CCC(C)C2 (centres undefined),-25%,0%,19%,7%,-10%,?,-2%
COc1ccc(-c2nc(CNC(=O)NC3CCCCC3)c(C)o2)cc1,-1%,0%,14%,-1%,0%,1%,?
O=C(NCCCN1CCN(c2ccccc2F)CC1)c1ccc2nc(Cc3ccccc3)oc2c1,-8%,-1%,9%,0%,?,0%,-2%
CCc1cccc(NC(=O)CN2C(=O)COc3ccc(S(=O)(=O)N4CCC(C)CC4)cc32)c1,-7%,-1%,-10%,0%,23%,-1%,0%
Cc1cccc(C(=O)Nc2nnc(S(=O)(=O)N3CCCc4ccccc43)s2)c1,-9%,0%,17%,-1%,0%,-1%,6%
CCc1nc(SCc2cc(=O)c3cc(F)ccc3[nH]2)n[nH]1,-2%,1%,14%,-9%,11%,0%,1%
CCOc1ccc(N2CC(NC(=O)C3CC3)CC2=O)cc1 (centres undefined),6%,0%,10%,0%,15%,-1%,-1%
CCOc1ccc(CCNC(=O)c2cc3c(-c4ccccc4F)nn(C)c3s2)cc1,?,1%,14%,-2%,-9%,-2%,-1%
COc1cc(C(=O)Nc2nc3nc(-c4ccccc4)cc(=O)n3[nH]2)cc(OC)c1OC,-10%,-4%,0%,-1%,-12%,-1%,-2%
Cc1ccc(C(=O)OCc2cc(=O)n3nc(-c4cccs4)sc3n2)cc1,-3%,0%,2%,-2%,13%,0%,7%
CCn1c(=O)c2sccc2n2c(CCCC(=O)N3CCN(c4cc(C)ccc4C)CC3)nnc12,2%,5%,5%,-3%,?,-1%,-3%
Cc1ccc(Nc2ncnc3c2nc2n3CCCC2)cc1F,3%,1%,-11%,-3%,-2%,1%,-6%
CNS(=O)(=O)c1cn(CC(=O)N2CCN(c3cc(C)ccc3C)CC2)cc1S(=O)(=O)NC,-8%,-2%,14%,-1%,21%,0%,-6%
COc1ccc(NC(=O)CCc2nnc3n(Cc4ccc(C)cc4)c(=O)c4ccccc4n23)cc1,-4%,3%,-1%,-7%,6%,0%,6%
COCCN1Cc2cccc(C(=O)Nc3ccc(C(=O)OC)cc3)c2C1=O,-1%,-2%,2%,1%,-2%,1%,3%
COc1ccc(OC)c(NC(=O)Cn2c(=O)oc3cc(S(=O)(=O)NCc4ccccc4)ccc32)c1,-4%,-5%,-5%,-1%,6%,0%,9%
CCc1ccccc1NC(=O)c1ccc2c(c1)CCCN2S(C)(=O)=O,5%,0%,6%,-1%,-26%,0%,-3%
COc1ccc(CNC(=O)Cn2nc(C)c3c(C)n(-c4ccccc4)nc3c2=O)cc1OC,-3%,2%,6%,-3%,27%,-1%,-2%
Cc1ccccc1N(C)S(=O)(=O)c1nnc(NC(=O)c2ccco2)s1,?,4%,?,6%,15%,1%,15%
CCOc1ccc(S(=O)(=O)n2nc(C)c(S(=O)(=O)N3CCCCCC3)c2C)cc1,1%,0%,17%,-4%,-8%,0%,-5%
COc1cccc(-c2nc(S(=O)(=O)c3ccc(C)cc3)c(N3CCCCCC3)o2)c1,?,5%,?,0%,19%,0%,7%

# Reprinted from the part before: four compounds, then new ones.
SMILES,FH mod,GALK inhibitor,NTMT1 inh,TSG101-PTAP inh,p53null 39C tox,B2AR arrestin ag,p53null 32C kill
COc1ccc(CNC(=O)Cn2nc(C)c3c(C)n(-c4ccccc4)nc3c2=O)cc1OC,-3%,2%,6%,-3%,27%,-1%,-2%
Cc1ccccc1N(C)S(=O)(=O)c1nnc(NC(=O)c2ccco2)s1,?,4%,?,6%,15%,1%,15%
CCOc1ccc(S(=O)(=O)n2nc(C)c(S(=O)(=O)N3CCCCCC3)c2C)cc1,1%,0%,17%,-4%,-8%,0%,-5%
COc1cccc(-c2nc(S(=O)(=O)c3ccc(C)cc3)c(N3CCCCCC3)o2)c1,?,5%,?,0%,19%,0%,7%
CCCn1c2ccccc2c2cnn(CC(=O)Nc3ccccc3OC)c(=O)c21,-10%,-1%,6%,-4%,6%,1%,33%[activator]
COc1ccc(OC)c(NC(=O)C(C)n2c(=O)cc(C)c3c(C)nn(-c4ccccc4)c32)c1 (centres undefined),-6%,2%,12%,0%,15%,2%,8%
CCC(=O)N1CCc2cc(Br)cc(S(=O)(=O)N3CCC(C(=O)Nc4ccccc4CC)CC3)c21,-1%,6%,-10%,-2%,-6%,-2%,9%
COc1ccc(OC)c2sc(N(CCCN(C)C)C(=O)c3ccco3)nc12,-10%,2%,?,-8%,-10%,1%,4%

# Assay outcomes (PubChem)
